Tn6 DDE FP: disrupts Tn6 cyclic peptide binding to fibrin D-Dimer-E complex; P02675; Fibrin DD(E) TRITC-Tn6 fluorescence polarization displacement; inhibition, % at 8.3 µM; 0.21% of 370,000 active; AID 720509;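 active = inhibition above a per-campaign cutoff: mean of compounds within control limits plus 3 SD, cut at about 15% in these data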;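 note: 0% = median of all compound wells on the plate and 100% = blocking peptide control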
ADAM17 inh: inhibitors of human ADAM17; P78536; recombinant ADAM17, EDANS/DABCYL FRET peptide cleavage; inhibition, % at 6.95 µM; 0.83% of 370,000 active; AID 720648;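 active = inhibition above the mean of compounds lying between control limits plus 3 SD, set per campaign, cut at about 8.5% in these data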;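 note: 0% = DMSO-only wells as the low control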
ASAP1 inh: blocks human ASAP1-stimulated Arf1 GTP hydrolysis | Q9ULH1 | GDP FP detection | inhibition, % at 16.5 µM | 0.19% of 360,000 active; in the data active = inhibition above about 25%;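 note: 0% = vehicle with enzyme and substrate and 100% = no enzyme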
Target sequence (Q9ULH1 325-724 limits assumed): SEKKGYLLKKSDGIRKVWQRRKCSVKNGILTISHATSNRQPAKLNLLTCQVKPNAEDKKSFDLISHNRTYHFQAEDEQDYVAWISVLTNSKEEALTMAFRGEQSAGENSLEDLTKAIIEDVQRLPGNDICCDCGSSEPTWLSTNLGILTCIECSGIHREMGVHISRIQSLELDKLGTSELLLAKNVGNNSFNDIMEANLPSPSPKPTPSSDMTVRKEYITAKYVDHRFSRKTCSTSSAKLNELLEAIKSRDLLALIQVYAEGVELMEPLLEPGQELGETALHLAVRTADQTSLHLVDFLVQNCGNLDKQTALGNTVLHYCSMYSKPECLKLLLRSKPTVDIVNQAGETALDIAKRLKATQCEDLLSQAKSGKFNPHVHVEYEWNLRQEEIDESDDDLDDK
TDP2 inh: blocks human TDP2 phosphodiesterase activity. inhibition, % at 12.8 µM. recombinant TDP2, T5PNP hydrolysis, p-nitrophenol absorbance 415 nm. O95551. 0.34% of 370,000 active;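 active = inhibition above the mean of all tested compounds plus 3 SD, set per campaign, cut at about 25% in these data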;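 note: 0% = DMSO with enzyme and 100% = buffer with substrate but no TDP2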
Target sequence (O95551 whole entry, looked up): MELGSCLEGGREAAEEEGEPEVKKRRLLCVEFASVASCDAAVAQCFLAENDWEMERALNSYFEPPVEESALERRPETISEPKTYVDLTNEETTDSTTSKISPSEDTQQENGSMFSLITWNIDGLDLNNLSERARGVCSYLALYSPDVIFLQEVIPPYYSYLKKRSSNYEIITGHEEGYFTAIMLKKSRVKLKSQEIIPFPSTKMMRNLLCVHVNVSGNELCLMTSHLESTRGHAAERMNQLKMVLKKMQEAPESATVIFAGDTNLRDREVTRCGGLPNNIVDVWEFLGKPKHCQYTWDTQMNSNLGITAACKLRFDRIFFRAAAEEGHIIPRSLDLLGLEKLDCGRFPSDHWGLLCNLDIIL
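Read-out basis: percent inhibition. System: recombinant human TDP2. Buffer or medium: Mg2+-containing Tris-HCl buffer, pH 7.5. Repeats: single replicate. Timing: reaction 2 h, 37 °C. Benchmarks: high control without enzyme, low control DMSO plus TDP2. Probe or stimulus: 5 mM T5PNP. Doses: 12.8 µM only. Measured by: epi absorbance of p-nitrophenol freed from T5PNP by hydrolysis.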
KLK7 zymogen act: proKLK7 (human) activation, primary screen | P49862 | purified proKLK7, EDANS-DABCYL substrate fluorescence; 100% is mature enzyme control, 0% vehicle | activation, % at 7 µM | 0.9% of 370,000 active;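 active = activation above the mean of all tested compounds plus 3 SD, computed per campaign excluding outliers beyond control limits, cut at about 13% in these data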
ARFGAP1 inhibitor: inhibitors of rat ARFGAP1; Q62848; Arfgap1-stimulated ARF1 GTP hydrolysis, GDP FP detection; inhibition, % at 16.5 µM; 0.26% of 360,000 active; AID 651572;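 active = inhibition above a per-plate limit, mean inhibition of low control wells plus 3 SD, cut at about 25% in these data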;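 note: 0% = DMSO wells with enzyme and 100% = wells lacking Arfgap1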
Target sequence (Q62848 1-136 limits assumed): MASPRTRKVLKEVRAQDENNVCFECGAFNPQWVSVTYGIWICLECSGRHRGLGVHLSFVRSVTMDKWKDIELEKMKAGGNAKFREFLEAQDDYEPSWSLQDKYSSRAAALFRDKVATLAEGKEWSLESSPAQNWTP
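Material: rat Arfgap1 catalytic domain, aa 1-136; also added: human ARF1(Δ1-17)-GTP substrate; compound dosing: one concentration, 16.5 µM, DMSO 1.26%; incubation: GTP hydrolysis reaction 2 h at 25 °C; measured by: Tracer-displacement fluorescence polarization with EDTA stop, 620/688 nm; evaluation: % inhibition from polarization; repeats: one replicate per compound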
ADAM10 inh: inhibits human ADAM10; O14672; recombinant ADAM10, EDANS/DABCYL FRET peptide cleavage, 3 h; inhibition, % at 7 µM; 0.62% of 370,000 active; AID 720582;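 active = inhibition above a per-campaign cutoff equal to the mean of compounds falling between control-based bounds plus 3 SD, cut at about 20% in these data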;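 note: 0% = DMSO wells while the 100% control is not disclosed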
DDE Tn7 FP inh: DD(E)-Tn7 binding inhibition, primary FP screen | FP displacement of FITC-Tn7 peptide from fibrin DD(E); 0% = median of compound wells per plate | 0.13% of 370,000 active | AID 720508 | P02675 | inhibition, % at 8.3 µM;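 active = inhibition above the mean of compounds falling within the control limits plus 3 SD of them, cut at about 14% in these data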;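 note: 0% = plate median of compound wells and 100% = 10 µM Aha-Tn7 peptide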
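assay system = human clot-derived fibrin DD(E) complex | quantity = Fibrin-DD(E) at 2 µM final | timing = 10 min preincubation, 3 h with tracer, room temperature | signal = fluorescence polarization | measure = percent inhibition | benchmarks = high control wells with 10 µM unlabelled Aha-Tn7 peptide (full inhibition) | replicates = singlicate testing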
LEDGF integ inh: blocks HIV-1 LEDGF/p75-dependent DNA integration. inhibition, % at 3.7 µM. 0.64% of 370,000 active. AID 743269. TR-FRET IN-LEDGF/p75 DNA integration, Eu/Cy5;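 active = inhibition above the screen-wide mean plus 3 SD, cut at about 13% in these data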;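 note: signal is the Cy5 over europium emission ratio at 671 and 618 nm; 0% = plate median of compound wells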
PLCg1 inh: inhibitors of human phospholipase C gamma1. P19174. inhibition, % at 12.2 µM. 0.84% of 370,000 active. purified PLC-gamma1, fluorogenic substrate, fluorescence; in the data active = inhibition above about 9.5%
Active calls of the source: *; · = not tested or not shown.

#	SMILES	Tn6 DDE FP	ADAM17 inh	ASAP1 inh	TDP2 inh	KLK7 zymogen act	ARFGAP1 inhibitor	ADAM10 inh	DDE Tn7 FP inh	LEDGF integ inh	PLCg1 inh
1	COc1cc(C2C3=C(Nc4nc(N)[nH]c(=O)c42)c2ccccc2C3=O)ccc1O (centres undefined)	-11	-13	-2	-11	7.1	-3	-17	2	-2	-18
2	CS(=O)(=O)N1CCN(C(=O)c2ccccc2)C1	-4	-4	-18	-3	0.0	10	-2	-1	0	2
3	CCOc1ccc(S(=O)(=O)N2CCC(C(=O)OC(C)C(=O)NC3CCCCC3C)CC2)cc1 (centres undefined)	-1	-3	-9	4	-0.2	3	-9	6	-1	3
4	O=C1CCCN1CC1CCN(Cc2nc(CC3CC3)no2)CC1	6	-1	-7	-10	-0.5	2	7	-1	0	2
5	CCC1Oc2ccc(C)cc2N(CC(=O)NCCCN2CCCC2)C1=O (centres undefined)	-2	-3	9	0	0.4	8	-9	-4	-2	0
6	COc1cc(OC)cc(C(=O)N[C@H](C(=O)OCC(=O)Nc2ccc(F)c(F)c2)C(C)C)c1	-10	0	-5	-3	0.2	9	3	2	-4	2
7	CCCCOCCCNC(=O)C[C@@H]1C[C@@]2(C(=O)OCC)CCCC=C2N(Cc2ccc(Cl)cc2Cl)C1=O	-3	-1	-8	1	0.7	-5	7	4	-1	3
8	CC(C)c1nnc(SCC(=O)N2CCc3ccccc32)n1N	1	-4	-9	-3	-0.1	12	-1	0	-6	1
9	CCc1ccc(OCCOCCN2CCN(C)CC2)cc1	2	0	-13	32*	-0.2	2	3	-2	4	2
10	Cc1ccc(OCCn2c(SCCO)nc3c(N)ncnc32)cc1	1	-1	0	14	0.1	-2	-2	2	0	3
11	Cn1cc(C(F)(F)F)nc1-c1ccc(OCC(O)CNCCOc2ccc(O)c(C(N)=O)c2)cc1 (centres undefined)	5	-80	0	-15	-23	8	-277	2	3	-85
12	COc1ccc(NC(=O)COc2ncnc3ccccc23)cc1S(=O)(=O)N1CCOCC1	8	-2	-5	-1	0.4	-9	8	3	-4	2
13	CCOc1ccc(CC(=O)Nc2ccc(S(=O)(=O)N3CCCC3)cc2)cc1	4	2	-8	-8	-0.1	14	8	-4	2	4
14	O=c1c(Cc2ccc(F)cc2)c(O)ccn1CCCn1ccnc1	-2	0	3	-2	0.4	-15	5	-2	1	3
15	COc1cccc(OCCNS(=O)(=O)c2cccc([N+](=O)[O-])c2)c1	-1	-2	11	0	-0.1	-5	1	1	-2	2
16	COc1ccccc1-c1noc(CSc2nc(C)cc(=O)[nH]2)n1	3	-4	-5	10	0.0	2	-9	-1	1	1
17	OCC1(CC2CCCCO2)CCN(Cc2ccccc2-c2ccco2)CC1 (centres undefined)	9	-2	1	-12	-0.3	-1	-3	3	-1	0
18	COc1ccccc1C(=O)NNC(=O)c1csc(N2CCOCC2)n1	3	-3	7	-2	0.0	3	3	-5	0	-4
19	O=C(CN1C(=O)c2ccccc2S1(=O)=O)c1ccc(Cl)cc1Cl	7	-1	9	-6	-0.1	10	3	3	6	9
20	CC1Cc2ccccc2N1C(=O)CSc1nnnn1C(C)C (centres undefined)	5	2	10	-7	-0.3	0	-2	0	0	0
21	COc1cccc(OC)c1C(=O)Nc1ccccc1Sc1ccccc1	0	3	-7	-19	0.1	7	13	-4	1	-1
22	Cc1sc2nc(COC(=O)c3cccc(S(=O)(=O)N(C)c4ccccc4)c3)[nH]c(=O)c2c1C	-11	-1	-7	12	-2.6	9	5	5	8	-19
23	Cc1c(N/C=C/C(=O)c2ccc(Cl)cc2)c(=O)n(-c2ccccc2)n1C	10	3	-11	-7	0.7	-12	5	5	1	-10
24	CCCCCCCCN1CCS(=O)(=O)N(Cc2ccc(Cl)cc2)C(C(=O)OC)C1 (centres undefined)	-2	-3	·	-2	0.2	·	-4	1	1	-1
25	COc1ccc(N(C)S(=O)(=O)c2cccc(C(=O)N(C)Cc3ccc(C)o3)c2)cc1	1	-1	-9	6	0.7	-6	-4	7	-1	0
26	CCN1CCN(c2ncnc3scc(-c4ccc(OC)cc4)c23)CC1	-4	-3	10	-11	0.6	14	-10	-4	1	0
27	Cc1ccc(N(C(=O)CCC(=O)Nc2ccccn2)C(C(=O)NC(C)C)c2ccc(F)cc2)cc1 (centres undefined)	-3	-5	1	0	1.2	-2	1	5	-4	-1
28	O=C(COC(=O)c1ccc([N+](=O)[O-])o1)NCCc1ccccc1	-4	-16	-5	-7	3.9	-7	-35	2	7	-53
29	Cc1cc(S(=O)(=O)NCC(C)C)ccc1OCC(=O)N1CCOCC1	-5	0	2	5	0.6	7	6	4	2	2
30	COc1ccc(N2CC(C(=O)NCCC3=CCCCC3)CC2=O)cc1 (centres undefined)	-2	2	10	12	-0.6	6	0	0	-3	-1
31	C/C(=N\NC(=O)C(=O)N/N=C(\C)c1cccc(O)c1)c1cccc(O)c1	-3	5	5	-21	-0.7	-15	4	-6	5	5
32	O=C(NCCN1CCC(n2c(=O)[nH]c3ccccc32)CC1)c1cccc(F)c1	8	0	-2	-1	-0.1	-6	-5	0	3	2
33	Cc1ccc(C)c(OCC(=O)NC2CCCCCC2)c1	-4	-1	3	-1	0.0	-4	0	5	3	0
34	Cc1onc(-c2c(F)cccc2Cl)c1C(=O)Nc1sc2c(c1C(N)=O)CCC2	6	-5	7	0	-0.4	3	-7	2	2	-10
35	O=C(N/N=C/c1ccc[nH]1)c1ccc(COc2cccc3cccnc23)cc1	-1	-3	4	-3	0.8	-3	5	4	-4	-59
36	C=C1CC2C(=O)N(Cc3ccccc3)C(C(=O)OCC)(C(=O)OCC)C1N2C(=O)OC(C)(C)C (centres undefined)	-3	-1	0	6	0.7	8	5	-5	-1	-2

Three entries out of the list above, arranged by the number in LEDGF integ inh, smallest number first.
#	SMILES	Tn6 DDE FP	ADAM17 inh	ASAP1 inh	TDP2 inh	KLK7 zymogen act	ARFGAP1 inhibitor	ADAM10 inh	DDE Tn7 FP inh	LEDGF integ inh	PLCg1 inh
35	O=C(N/N=C/c1ccc[nH]1)c1ccc(COc2cccc3cccnc23)cc1	-1	-3	4	-3	0.8	-3	5	4	-4	-59
30	COc1ccc(N2CC(C(=O)NCCC3=CCCCC3)CC2=O)cc1 (centres undefined)	-2	2	10	12	-0.6	6	0	0	-3	-1
34	Cc1onc(-c2c(F)cccc2Cl)c1C(=O)Nc1sc2c(c1C(N)=O)CCC2	6	-5	7	0	-0.4	3	-7	2	2	-10

Carrying on.
#	SMILES	Tn6 DDE FP	ADAM17 inh	ASAP1 inh	TDP2 inh	KLK7 zymogen act	ARFGAP1 inhibitor	ADAM10 inh	DDE Tn7 FP inh	LEDGF integ inh	PLCg1 inh
37	COCCCn1c(SCC(=O)NC2CCCC2)nnc1-c1ccncc1	1	6	10	-9	0.0	1	-3	-4	1	1
38	CC(C)(C)C1CCC(C(=O)OCC(=O)c2ccc[nH]2)CC1 (centres undefined)	1	4	5	1	-0.1	-2	8	-1	2	1
39	CCOc1ccc(-c2ccc(SCC)nn2)cc1	-1	-4	5	-1	0.8	6	0	-1	-2	-2
40	Cc1nc2ccc(NC(=O)COc3ccccc3[N+](=O)[O-])cc2s1	0	1	11	1	-0.6	8	-4	-1	2	-1
41	CCN(CC(=O)NC(C)(C)C)C(=O)CN1c2cccc3cccc(c23)S1(=O)=O	-3	-79	19	10	15*	-3	-232	-5	0	-209
42	Cc1ccc(-n2ncc3c(SCc4ccccn4)ncnc32)c(C)c1	5	-2	-7	-9	0.4	-23	5	5	-6	1
43	Cc1ccccc1C(=O)Nc1nc2c(C)csc2c(=O)s1	-9	-3	14	-10	-0.1	4	-16	1	-1	0
44	O=C(CC1(O)C(=O)Nc2ccccc21)c1ccc2c(c1)OCO2 (centres undefined)	9	1	-21	-2	0.2	7	-1	2	0	2
45	CCOc1cccc(OCCCCn2ccnc2)c1	-3	-3	5	3	-0.4	5	2	1	2	2
46	C#CCNC(=O)C[C@H]1C[C@@]2(C(=O)OC)C(=C[C@H](C(C)C)O[C@@H]2C2CC2)N(CCCCCCCC)C1=O	3	0	·	-5	-0.4	·	7	8	-2	3
47	COc1ccc(NCC(=O)N/N=C/C(C)c2ccccc2)cc1 (centres undefined)	3	-4	-1	-6	0.3	-1	3	6	-2	2
48	Cc1cccc(N=N/C(=C\O)C(=O)c2ccc(Br)cc2)c1	0	1	-1	2	-0.1	-4	2	-5	4	-3
49	CCOC(=O)c1cc([N+](=O)[O-])cc([N+](=O)[O-])c1Sc1ncnc2nc[nH]c12	3	-1	10	4	-0.2	-12	-5	-2	1	3
50	O=C(/C=C/c1cccs1)NC(=S)Nc1ccc(S(=O)(=O)Nc2ccccc2C(F)(F)F)cc1	4	1	13	14	0.1	10	8	-3	3	3
51	O=C(OCc1ccccc1)N1CCN(C(c2ccnc3ccccc23)c2nnnn2-c2ccc3c(c2)OCCO3)CC1 (centres undefined)	-3	3	-5	0	0.5	6	1	1	-4	3
52	O=C(c1cnn2c(C(F)(F)F)cc(-c3ccc4c(c3)OCO4)nc12)N1CCCC1	1	1	8	-9	0.5	12	-1	-3	2	-14
